# Screens deposited in PubChem BioAssay by National Center for Advancing Translational Sciences (NCATS).
# KDM5B inh = KDM5B demethylase inhibition; Potency, µM (titrated, usually from 57.7 µM), for the others: at the top dose activity change, negative = inhibition, usual class: inhibitors; Q9UGL1; KDM5B demethylase, FDH-coupled NADH fluorescence (FDH is formaldehyde dehydrogenase); AID 1347165; 2.6% of 220,000 active; active = well fitted inhibition curve with a large enough effect; inconclusive = small, poorly fitted or top-dose-only effect; inactive = no such curve, though single readings can be large or run the other way; note: 0% is about no effect; nearly all actives have a fitted effect of over 70% in size
# Target sequence (Q9UGL1 whole entry, looked up): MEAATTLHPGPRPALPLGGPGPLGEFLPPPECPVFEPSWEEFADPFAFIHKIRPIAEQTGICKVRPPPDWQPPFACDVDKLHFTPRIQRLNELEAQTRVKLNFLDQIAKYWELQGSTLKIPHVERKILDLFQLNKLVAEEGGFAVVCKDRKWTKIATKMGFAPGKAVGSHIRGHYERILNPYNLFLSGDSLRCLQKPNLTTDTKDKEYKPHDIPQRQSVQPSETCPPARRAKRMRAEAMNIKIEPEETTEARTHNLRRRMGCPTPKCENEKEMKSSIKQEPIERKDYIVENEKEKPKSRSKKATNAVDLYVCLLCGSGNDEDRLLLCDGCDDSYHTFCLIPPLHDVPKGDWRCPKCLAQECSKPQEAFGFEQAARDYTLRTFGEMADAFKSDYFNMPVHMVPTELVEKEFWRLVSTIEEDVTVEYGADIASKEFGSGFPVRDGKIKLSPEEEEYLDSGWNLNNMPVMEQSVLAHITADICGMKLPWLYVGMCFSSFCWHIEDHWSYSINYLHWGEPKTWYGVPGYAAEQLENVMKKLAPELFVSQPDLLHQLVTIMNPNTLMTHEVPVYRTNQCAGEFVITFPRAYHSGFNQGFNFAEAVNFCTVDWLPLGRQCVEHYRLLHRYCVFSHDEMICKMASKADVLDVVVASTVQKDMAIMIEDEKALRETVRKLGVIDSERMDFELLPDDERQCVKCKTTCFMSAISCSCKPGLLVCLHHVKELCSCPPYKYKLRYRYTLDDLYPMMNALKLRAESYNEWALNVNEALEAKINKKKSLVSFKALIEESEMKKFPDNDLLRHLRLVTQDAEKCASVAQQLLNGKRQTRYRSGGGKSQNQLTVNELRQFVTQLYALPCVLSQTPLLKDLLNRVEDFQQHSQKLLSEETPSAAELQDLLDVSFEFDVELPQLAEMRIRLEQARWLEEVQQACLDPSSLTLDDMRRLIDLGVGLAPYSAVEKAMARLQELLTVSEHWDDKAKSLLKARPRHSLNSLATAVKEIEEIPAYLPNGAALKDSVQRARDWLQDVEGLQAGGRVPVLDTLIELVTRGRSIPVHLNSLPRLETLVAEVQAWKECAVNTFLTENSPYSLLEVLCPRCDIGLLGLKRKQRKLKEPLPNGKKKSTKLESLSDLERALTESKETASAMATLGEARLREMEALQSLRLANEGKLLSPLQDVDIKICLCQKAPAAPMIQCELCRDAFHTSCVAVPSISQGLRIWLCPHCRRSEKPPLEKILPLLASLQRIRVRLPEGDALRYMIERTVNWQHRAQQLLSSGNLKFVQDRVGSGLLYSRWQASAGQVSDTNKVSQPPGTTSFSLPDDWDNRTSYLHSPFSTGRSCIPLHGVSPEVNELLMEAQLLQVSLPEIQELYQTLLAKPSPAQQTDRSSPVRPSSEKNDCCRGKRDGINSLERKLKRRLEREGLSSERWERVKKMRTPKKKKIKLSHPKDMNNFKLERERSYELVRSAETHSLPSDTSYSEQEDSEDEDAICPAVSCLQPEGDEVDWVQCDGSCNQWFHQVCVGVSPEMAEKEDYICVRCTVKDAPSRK
#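 KDM5BΔAP (200 nM final) in 50 mM HEPES pH 7.5, 0.01% Tween-20 was preincubated 10 min at RT with compound over a concentration range. Substrate mix (H3K4me3 12.5 µM, α-KG 25 µM, Fe²⁺, ascorbate, NAD⁺, FDH) was added, and NADH fluorescence change over 30 min gave dose-response curves.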
# * hit, by the source's call; i = inactive; ? = inconclusive; [ ] = dose if it differs, or a comment. Potency is the fitted concentration of half-maximal effect.
SMILES,KDM5B inh
CCOc1ccc(CNC(=O)C2CCN(S(=O)(=O)N3CCC4(CC3)OCCO4)CC2)cc1OC,18%
CCCCn1c(=NC(C)=O)c(C#N)cc2c(=O)n3cccc(C)c3nc21,i
Cc1ccc(-n2ccc(=O)c(C(=O)Nc3cc(C(F)(F)F)ccc3Cl)n2)cc1,8%
COc1ccc(CNC(=O)N2CCOCC2CC(=O)N2CCCC2)cc1 (stereo not drawn),12%
Cc1ccc2nc(CO[C@H]3CN(C4CCOCC4)C[C@H]3F)[nH]c2c1,8%[86.2 µM]
O=C1CN(C(=O)COc2ccc(Cl)cc2Cl)C(c2ccccc2)c2cc(F)ccc2N1 (stereo not drawn),-4%
CCN(CC)c1ccc(NC(=O)CCc2c[nH]c3ccccc23)cc1,-5%
CCCn1nc(C(=O)OCc2ccc(C#N)cc2)c2ccccc2c1=O,10%
CNC(=O)N1CCc2nc(N3CCOCC3)[nH]c(=O)c2CC1,-7%
Cn1cc(Cl)c(C(=O)OCC(=O)Nc2ccc(S(N)(=O)=O)cc2)n1,11%
O=S(=O)(c1cccs1)N1CCC(OC2CCN(Cc3ccccc3)CC2)CC1,-25%
CCC(NC(=O)c1ccccc1)c1ccccc1OC(F)F (stereo not drawn),5%
COc1ccc(NC(=O)CC2CCCCN(C)C2=O)cc1OC (stereo not drawn),15%
O=C1CN(C(=O)c2ccc(S(=O)(=O)N3CCCCC3)cc2)C(c2ccc(F)cc2)c2cc(F)ccc2N1 (stereo not drawn),-14%
O=C(C1CCN(S(=O)(=O)c2ccc(Br)s2)CC1)N1CCN(c2ccccc2)CC1,-1%
COc1ccc(C(=O)Nc2ccc([C@H]3OCC(=O)N[C@@H]3CO)cc2)cc1OC,-19%[86.2 µM]
COc1cc(CN2CC[C@@H]3CN(S(C)(=O)=O)[C@@H]3C2)ccc1F,-36%
COc1ccc(-c2nnc(SCC(=O)NCc3ccco3)n2C2CCCCC2)cc1OC,8%
CC1CCCN(CC(=O)NC23CC4CC(CC(C4)C2)C3)C1 (stereo not drawn),5%
CC(NS(=O)(=O)c1ccc(OCC(=O)N2CCCC2)cc1)c1ccccc1 (stereo not drawn),10%
COc1ccc(NC(=O)c2cc3n(n2)CC(c2ccc(Cl)cc2)OC3)c(OC)c1 (stereo not drawn),?
O=C(COc1ccc(F)cc1)N1CCCC(c2noc(COc3ccccc3)n2)C1 (stereo not drawn),-2%
Cc1ccc(NC(=O)c2cc(-c3ccc[nH]3)n[nH]2)cc1C,-13%
CCOc1ccccc1C(=O)N1CCN(c2cc(-c3cccs3)[nH]n2)CC1,-6%
COc1ccc(C)cc1S(=O)(=O)Nc1ccc(Nc2nc(C)cc(N3CCOCC3)n2)cc1,2%
CC1CCCC(NC(=O)c2ccccc2)C1C (stereo not drawn),19%
Cc1nc(C(=O)N2CCCC(c3nnc(Cn4ccnc4)n3C)C2)cs1 (stereo not drawn),0%
Cn1cc(C#N)cc1C(=O)N1CCC2(CCC(=O)N(CCc3cnc[nH]3)C2)CC1,13%
O=C(c1ccc(C(F)(F)F)cc1)N1CCn2c(nnc2-c2ccncc2)C1,13%[115 µM]
O=C(c1cscn1)N1CC[C@@H]2[C@@H](CCC(=O)N2CCc2ccccn2)C1,7%
CC(CC(=O)O)NCC1COc2ccccc2O1 (stereo not drawn),8%
Cc1noc(/C=C\c2ccc(S(=O)(=O)N3CCN(C)CC3)cc2)c1NC(=O)C1CC1,i
O=C(Nc1ccc2nn(-c3ccc(Cl)cc3)nc2c1)c1cc2ccccc2o1,11%
COC(=O)c1cc(S(=O)(=O)NCC2CCN(Cc3ccc(C)cc3)CC2)cn1C,-20%
O=Cc1ccc2c(c1)OCCOCCOCCO2,17%
O=[S+]([O-])(Nc1ccccc1)c1ccc2c(c1)OCCN(Cc1cscn1)C2,-20%[86.2 µM]
O=c1[nH]c(C2CCCN(Cc3ccc(-c4cc(F)cc(F)c4)cc3)C2)nc2ccc(F)cc12 (stereo not drawn),?
Cc1nc2ccccc2c(C)c1CC(=O)NCCCc1[nH]nc(N)c1C#N,11%
COCCNc1ncc(-c2ccccc2)c2c1OCC2,40µM*
Cn1c(Cl)nc2c1c(=O)n(Cc1ccc(Cl)cc1)c(=O)n2C,23%
COc1cccc(C(=O)NCC(c2ccc(N(C)C)cc2)N2CCCC2)c1OC (stereo not drawn),-12%
CC(=O)N1CCN(CC(=O)Nc2cccc3ncccc23)CC1,-1%
CC1(C)Oc2ccc(C(=O)N/N=C/c3ccc(O)cc3)cc2NC1=O,-6%
CCNc1ncnc2c1CN(C1CCCNC1)C(=O)CN2C (stereo not drawn),?
CCOC(=O)c1c(C)oc2nc(C)nc(NCc3ccc(Cl)cc3)c12,0%
COC(=O)C1=C(C)N=C2SC=C(CC(=O)N3CCCC3)N2C1c1ccc(C)cc1C (stereo not drawn),?
CC(C)C(=O)Nc1csc(C(F)(F)F)c1-c1ccccc1,9%
CC(C)C(=O)N1CCN(c2nc3c(s2)CC(C(=O)NCc2ccco2)CC3)CC1 (stereo not drawn),-15%
O=C1c2ccccc2CN1C1CCN(Cc2cccc3ccccc23)CC1,2%[115 µM]
Cc1noc2c(NC3CCCCC3)cc(-c3ccsc3)nc12,-22%[86.2 µM]
Cc1cc2n(n1)CC(CNCc1cccnc1N1CCCCC1)CN2 (stereo not drawn),-7%
CC[C@H]1CN(C(=O)c2ccc(F)cc2)CC[C@H]1CC(=O)N1CCC(C(=O)OC)CC1,17%[86.2 µM]
CCOC(=O)c1[nH]c(C)c(CCC(=O)Nc2c(C)cc(C)cc2C)c1C,-10%
CCOc1ccccc1C(=O)NC1CCN(c2cc(-c3ccc(Cl)cc3)[nH]n2)CC1,-30%
Cc1[nH]c2ccccc2c1C(=O)N1CCN(S(=O)(=O)c2cc(F)ccc2F)CC1,6%
CCNC(=O)[C@@H]1C[C@H](NC(=O)Cc2cccc(F)c2F)CN1C1CCCC1,-27%
Cc1cc(C)c(CCNC(=O)NNc2nc(C)cc(C)n2)c(C)c1,-11%
COc1ccc(CCNc2ncnc3c2c(-c2ccccc2)cn3-c2cccc(Cl)c2)cc1OC,?
C#CC(C)(CC)NC(=O)c1ccccc1C(=O)O (stereo not drawn),4%
O=C(c1cc2ccccc2o1)N1CC=C(c2ccccc2)CC1,?
# The listing continues:
SMILES,KDM5B inh
C[S+](=O)([O-])CCn1ncc2cc(OCC3CCN(Cc4ccccc4)CC3)ccc21,0%[86.2 µM]
c1cnc(-c2nc(C3CCNC3)no2)cn1 (stereo not drawn),10%
CCNC(=O)N1CCC2(CC1)CN(c1ccccc1)C2=O,6%
FC(F)(F)c1ccc2c(c1)nc1n2[C@@H](CNCc2c[nH]c3ccccc23)COC1,-24%[86.2 µM]
Cc1cc(C(=O)Nc2ccc3[nH]ccc3c2)no1,-9%
Cc1cc(Br)ccc1NC(=O)CCS(=O)(=O)c1cccc2nsnc12,?
c1ccc(-c2nc(-c3ccc(C4CCCCC4)cc3)cs2)cc1,22%
O=C(NCc1ccco1)C1CCc2nc(N3CCN(C(=O)C4CCC4)CC3)sc2C1 (stereo not drawn),-29%
Cn1nc(C(=O)NCc2ccco2)c2ccccc2c1=O,5%
CCOc1cc(/C=C/C(=O)c2ccc(Cl)cc2)cc(Cl)c1O,?
COc1ccc(NC2(c3nnnn3-c3ccc(OC)c(OC)c3)CCCCC2)cc1OC,-5%
O=C(NCCc1ccc(Cl)cc1)c1ccc2c(c1)N(Cc1ccccc1)C(=O)CS2,-26%
O=C(Cc1ccccc1)Nc1c(C(=O)N2CCN(c3ccc(F)cc3)CC2)oc2ccccc12,?
COc1ccc(CNC(=O)c2ccc3c(c2)N=C(C)c2c(C)ccc(C)c2S3)cc1,?
COP(=O)(OC)c1nc(-c2ccc(C)cc2)oc1N1CCOCC1,?
CCc1nc(-c2ccc(OC3CCN(C(=O)Cc4c[nH]c5ccccc45)C3)cc2)no1 (stereo not drawn),7%
Cc1ccccc1NC(=O)C1CC(=O)n2ncnc2N1 (stereo not drawn),17%
CN(C)c1ccc(C(=O)NCc2ccc3c(c2)CCN3C(=O)c2ccc(Cl)cc2)cc1,-2%
CC(=O)N1CCC2(CC1)OC(=O)C(C)=C2C(=O)Nc1cc(C)ccc1C,4%
O=C(Cn1nc2n(c1=O)CCCC2)NCc1ccccc1Br,-11%

# Random excerpt: 4 entries already listed
SMILES,KDM5B inh
CN(C)c1ccc(C(=O)NCc2ccc3c(c2)CCN3C(=O)c2ccc(Cl)cc2)cc1,-2%
O=S(=O)(c1cccs1)N1CCC(OC2CCN(Cc3ccccc3)CC2)CC1,-25%
CCNC(=O)[C@@H]1C[C@H](NC(=O)Cc2cccc(F)c2F)CN1C1CCCC1,-27%
Cn1cc(C#N)cc1C(=O)N1CCC2(CCC(=O)N(CCc3cnc[nH]3)C2)CC1,13%

# The list goes on.
SMILES,KDM5B inh
O=C(Cc1ccccc1)NCCc1csc2nc(-c3ccc(Cl)cc3)nn12,-4%
COc1ccccc1-c1nc(N2CCOCC2)cc2c1CN(c1ccccc1)C2=O,35µM*
O=C(CC1=C2CCCCC2N(Cc2ccc(F)cc2)C1=O)NC1CC1 (stereo not drawn),7%
COc1ccc(C)cc1NC(=O)c1cnc(-c2ccc(F)cc2)nc1-c1ccncc1,-27%
O=C(Nc1nnc(S(=O)(=O)N2CCCCC2)s1)c1ccc(F)cc1,-2%
COC(=O)c1ccccc1NC(=O)Cn1c(=O)n(CCC(=O)NCc2ccc3c(c2)OCO3)c(=O)c2ccccc21,-11%
COc1ccc2[nH]cc(C(C(=O)O)N3CCN(C(=O)OC(C)(C)C)CC3)c2c1 (stereo not drawn),-27%
COCCN1CCC2(C1)CN(C)c1ccc(C(=O)Nc3ccc(F)cc3)cc12 (stereo not drawn),?
CN1CC(=O)N2CCN(C(=O)NC34CC5CC(CC(C5)C3)C4)CC2C1=O (stereo not drawn),34%
CCC1CN(C(=O)NCc2ccccc2)c2cc(C)ccc2O1 (stereo not drawn),9%
Oc1ccccc1CN1CC(CNc2cccnc2)C2(C1)CN(c1ccccc1)C2 (stereo not drawn),?
COc1cc(NC(=O)COc2ccc(Cl)cc2Cl)c2ncccc2c1,-3%
Cc1ccc2c(c1)c(CC(=O)Nc1ccc(C)c(F)c1)c(C(=O)O)n2C,?
CN1Cc2ccc(Nc3ccccc3)nc2C(C)(C(=O)NCCc2cnc[nH]2)C1 (stereo not drawn),?
Cc1cccc(C(=O)N2CC[C@@](C)(O)[C@@H](Cc3ccccc3)C2)c1C,-8%
COc1ccc(NC(=O)CSc2nnc(-c3ccc(C)cc3)c(=O)[nH]2)cc1,9%
Cc1ccc(COC(=O)c2ccc(C(=O)c3ccccc3)cc2)cc1,18%
Cc1ccc(C)c(CN2CCn3nnc(-c4nc(-c5ccsc5)no4)c3C2=O)c1,-19%
COCC1CN(C2CCC2)CC12CCN(C(=O)Cc1ccccc1F)CC2 (stereo not drawn),?
COc1ccc(S(=O)(=O)N(CC(=O)Nc2ccc(Br)cc2)Cc2ccccc2)cc1,-27%
CCOC(=O)c1c(C)[nH]c(C)c1S(=O)(=O)N1CCCC(C(=O)N2CCN(c3ccc(Cl)cc3)CC2)C1 (stereo not drawn),-16%
CCOC(=O)C1CCC(CNCc2c(Cl)cccc2Cl)CC1 (stereo not drawn),21%
COc1cc(OC)cc(OCC2CN(Cc3cccc(C(F)(F)F)c3)C(=O)c3c(ccnc3-c3ccc(OCC(=O)O)cc3)O2)c1 (stereo not drawn),-19%
Cc1cccc(-c2cccc3c4c([nH]c23)[C@@H]2C[C@H](N(C)C(=O)NC3CCCCC3)[C@H]([C@H](C)O)CN2CC4)c1,?
CN(C)[C@H]1CCCCN(C(=O)c2coc(CN3CCOCC3)c2)C1,-19%
CCOC(=O)Cc1ccc(NC(=O)N2CCC(CN3CCC(C)CC3)CC2)cc1,-6%
O=C(O)c1ccc(-n2c(/C=C\c3ccc(O)cc3)nc3ccccc3c2=O)cc1,?
NNc1cccc2ncccc12,?
COc1cc(OC)cc(C(=O)N2CCN(S(=O)(=O)c3ccc(Cl)s3)CC2)c1,3%
O=C(NCCc1ccccc1)c1ccc2c(c1)N(Cc1c(F)cccc1Cl)C(=O)CS2,-7%
CCCCN1C(=O)CC[C@H]2CN(C(=O)C3CCC(OC)CC3)CC[C@H]21 (stereo partly drawn),-13%
O=C(N[C@@H]1CN(Cc2ccc(Cl)c(F)c2)C[C@H]1CO)C1CCC1,4%
COCCn1c(C)nnc1-c1cc(-c2cccc(OC)c2)ccn1,35µM*
C=C(Cl)COc1cc(Cl)ccc1C(N)=O,19%
COc1cc(/C=C/C(=O)Oc2coc(CSc3ncccn3)cc2=O)cc(OC)c1OC,i
Cc1cc(N2CCN(Cc3nc(C)no3)CC2)nc(C(C)C)n1,4%

# Quoted from the results shown (3 entries):
SMILES,KDM5B inh
C=C(Cl)COc1cc(Cl)ccc1C(N)=O,19%
COc1cc(/C=C/C(=O)Oc2coc(CSc3ncccn3)cc2=O)cc(OC)c1OC,i
Cc1cc(N2CCN(Cc3nc(C)no3)CC2)nc(C(C)C)n1,4%

# 5 entries out of the list, sorted by molecular weight, lowest first:
SMILES,KDM5B inh
NNc1cccc2ncccc12,?
CCOC(=O)C1CCC(CNCc2c(Cl)cccc2Cl)CC1 (stereo not drawn),21%
CCCCN1C(=O)CC[C@H]2CN(C(=O)C3CCC(OC)CC3)CC[C@H]21 (stereo partly drawn),-13%
O=C(NCCc1ccccc1)c1ccc2c(c1)N(Cc1c(F)cccc1Cl)C(=O)CS2,-7%
COc1cc(OC)cc(OCC2CN(Cc3cccc(C(F)(F)F)c3)C(=O)c3c(ccnc3-c3ccc(OCC(=O)O)cc3)O2)c1 (stereo not drawn),-19%

# Some of the compounds tested; count on the stated rates, not on these rows.
